AmpC inh no detg: inhibitors of E. coli AmpC beta-lactamase without detergent; actives 0.52% (n = 330,000); AID 485341; AmpC nitrocefin hydrolysis, absorbance 480 nm, 0.0001% Triton; P00811; Potency, µM (series often up to 57.1 µM), without a hit: at the highest dose activity change, negative = inhibition, usual class: inhibitors;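 further: potency means the concentration at half of the fitted maximal effect; plate controls were no compound for no effect and no enzyme for full effect; nearly all actives have a fitted effect of over 20% in size; some results filed as inactive show a strong effect at the top dose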
Target sequence (P00811 whole entry, looked up): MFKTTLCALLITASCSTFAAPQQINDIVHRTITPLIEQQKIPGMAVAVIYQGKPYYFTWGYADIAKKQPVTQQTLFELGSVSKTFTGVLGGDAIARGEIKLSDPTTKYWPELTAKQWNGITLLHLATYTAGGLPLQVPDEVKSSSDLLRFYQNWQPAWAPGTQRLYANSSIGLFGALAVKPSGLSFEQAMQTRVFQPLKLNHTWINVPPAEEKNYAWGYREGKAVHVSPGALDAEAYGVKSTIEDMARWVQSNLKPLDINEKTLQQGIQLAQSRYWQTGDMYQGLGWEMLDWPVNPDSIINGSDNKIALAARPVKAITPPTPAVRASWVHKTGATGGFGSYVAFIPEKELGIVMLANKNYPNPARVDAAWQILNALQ
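AmpC (5.3 nM in the dispensed reagent) in 20 mM phosphate pH 7.0 with 0.01% (detergent screen) or 0.0001% Triton X-100 was preincubated with compounds for 15 min at room temperature. Nitrocefin was then added from an 800 uM solution, and hydrolysis was followed at 480 nm.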
Giardia FBPA inh: inhibitors of Giardia lamblia fructose-1,6-bisphosphate aldolase; Potency, µM (highest dose often 59.6 µM), inactives show at the top dose activity, negative = inhibition, usual class: inhibitors; AID 2451; purified Giardia FBPA; actives 0.71% (n = 290,000); further: potency means the concentration at half of the fitted maximal effect; on the % scale 0 is the no-effect control and ±100 the full control effect; nearly all actives have a fitted effect of over 55% in size
Target sequence (A8B2U2 whole entry, looked up): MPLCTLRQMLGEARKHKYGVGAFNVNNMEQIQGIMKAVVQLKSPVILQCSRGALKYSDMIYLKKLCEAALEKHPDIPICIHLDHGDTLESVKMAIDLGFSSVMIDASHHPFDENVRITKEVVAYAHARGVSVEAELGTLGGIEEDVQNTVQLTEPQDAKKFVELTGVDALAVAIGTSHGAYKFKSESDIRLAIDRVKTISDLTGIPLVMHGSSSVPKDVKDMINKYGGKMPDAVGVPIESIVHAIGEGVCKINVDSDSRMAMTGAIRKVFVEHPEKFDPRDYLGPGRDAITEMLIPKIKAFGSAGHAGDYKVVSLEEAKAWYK
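40 nM FBPA preincubated 10 min at RT with compound (up to 57.5 uM final), then substrate plus GAPDH/TPI/NAD/arsenate coupling and diaphorase/resazurin added. Fluorescence read after 20 min at RT, 525/598 nm.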
HCMV inh: blocks human cytomegalovirus replication; HFF cells, HCMV-luciferase reporter, 72 h; active compounds read low; activity change, negative = inhibition, % at 57.5 µM; actives 4.5% (n = 410,000); in the data active means activity change below about -60%; inconclusive means no clear call, values can overlap the other calls; inactive means above about -39%; further: on the % scale 0 is the no-effect control and ±100 the full control effect
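Two compound doses tested in HFFs infected with HCMV-luciferase, MOI 1 PFU/cell, 72 h at 37C. Lysate luminescence read with OneGlo; data normalized against buffer-only and 10uM Salinomycin inhibitor controls.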
Cycloheximide cs: counter-screen for Shiga toxin inhibitors: cycloheximide protein synthesis inhibition. cell reporter, cycloheximide protein synthesis inhibition counterscreen. max response, %. actives 12% (n = 300,000). AID 2314; in the data active means max response mostly above about 13%, no sharp cut-off; inactive means mostly below about 14%; further: read at 38.3 µM for the half of the compounds with a filed dose; 0% is about no effect
Shiga inhibitor: Shiga toxin inhibition; Vero cells, Shiga toxin protein synthesis inhibition reporter; inhibition, % at 38.7 µM; actives 9.2% (n = 290,000); AID 2315; in the data active means inhibition mostly above about 28%, no sharp cut-off; inactive means mostly below about 43%; further: 0% is about no effect
AMA1 RON2 block: inhibitors of Plasmodium falciparum AMA1-RON2 interaction; AlphaScreen AMA1-biotinylated RON2 peptide binding; AID 720542; actives 0.2% (n = 360,000); Potency, µM (highest dose often 58.2 µM), for inactives: at the highest dose activity change, negative = inhibition, actives largely listed as inhibitors;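 further: potency means the concentration at half of the fitted maximal effect; 0% = vehicle wells and -100% = peptide control; nearly all actives have a fitted effect of over 45% in size; some results filed as inactive show a strong effect at the top dose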
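AMA1 (3D7) with his tag at 25 nM final met compounds first, then biotinylated RON2 peptide at 25 nM; detection used donor plus acceptor beads, 10 µg/mL apiece, read by AlphaScreen after 30 min at room temperature.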
AmpC inh detg: AmpC beta-lactamase inhibition with detergent present; P00811; AmpC hydrolysis of nitrocefin, absorbance 480 nm, 0.01% Triton; Potency, µM (doses to about 114 µM), without a hit: at the highest dose activity change, negative = inhibition, most hits filed as inhibitors; actives 0.041% (n = 370,000); AID 485294;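 further: potency means the concentration at half of the fitted maximal effect; 0% = no-compound wells and -100% = no-enzyme wells; nearly all actives have a fitted effect of over 25% in size; some results filed as inactive show a strong effect at the top dose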
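AmpC (5.3 nM in the dispensed reagent) in 20 mM phosphate pH 7.0 with 0.01% (detergent screen) or 0.0001% Triton X-100 was preincubated with compounds for 15 min at room temperature. Nitrocefin was then added from an 800 uM solution, and hydrolysis was followed at 480 nm.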
* hit, by the source's call; ? = inconclusive; nt = no result given; + = active, no number; & = joins results of further samples; [ ] = dose if it differs, or a comment. Unless noted, the call rests on the fitted dose curve; in most records, active means well fitted curve in the direction sought with a large enough effect; inconclusive means small, poorly fitted or top-dose-only effect, or another doubt; inactive means no such curve, though single readings can be large; an effect the other way counts as inactive or inconclusive.

smiles	Giardia FBPA inh	HCMV inh	AmpC inh no detg	Cycloheximide cs	AmpC inh detg	Shiga inhibitor	AMA1 RON2 block
CSc1nsc(SC)c1NC(=O)OC1CCCCC1	18%	4	nt	1	3%	0	-4%
Fc1ccc(CNC2CCN(Cc3ccccc3)CC2)cc1	?	46	-14%	13	-10%	-6	10%
S=c1c2c(nc3nc[nH]n13)CCC2	2.5µM*	-23	-7%	-1	-8%	-5	100%[activator]
Cc1cc(Cl)ccc1OCC(=O)Nc1ccccc1NS(=O)(=O)c1cccs1	-1%	-29	-33%	23*	-3%	23	-3%
O=C(NN=C1CCCCCCCCCCC1)c1ccncc1	?	-27	-15%	9	-12%	5	36%[activator]
CCN(CC(=O)Nc1c(F)cccc1F)C(=O)c1nc2nc(C)cc(C)n2n1	nt	6	-5%	nt	-6%	nt	-4%
CN(C)c1ccc(N=Nc2ccccc2Br)cc1	2%	25	-8%	38*	0%	37*	11µM*
Cc1ccc(S(=O)(=O)N2CCN(C)CC2c2ccccc2)cc1 (stereo unspecified)	nt	-10	16%	nt	-3%	nt	-3%
CC(/C=N/n1c(-c2cccnc2)n[nH]c1=S)=C\c1ccccc1	nt	-77*	-16%	-8	-3%	19	36%[activator]
CN(/N=C/c1ccc(Cl)cc1Cl)c1ncc(Cl)cc1C(F)(F)F	-7%	12	-27%	1	1%	-11	9%
C=CCC[C@@H](Cc1ccc(F)cc1)C(=O)OC[C@H](Cc1c[nH]c2ccccc12)NC(=O)[C@H](CC=C)CC(=O)NCCO	nt	8	266%[activator]	nt	nt	nt	10%
N#CCSc1nc(Nc2ccc3c(c2)OCO3)c2ccccc2n1	1%	-63*	-35%	-6	-12%	-16	-7%
CC(=O)c1cn(CC(=O)Nc2ccccc2)c2ccccc12	1%	-73*	-27%	5	-2%	-13	5%
Cc1cc(-c2ccco2)n2c(nc3ccccc32)c1C#N	3%	26	-25%	-5	3%	-22	14%
COc1ccc(NC(=O)Cn2nnc(-c3ccccc3F)n2)cc1Cl	3%	-5	-16%	-3	?	-10	13%

(more compounds)
smiles	Giardia FBPA inh	HCMV inh	AmpC inh no detg	Cycloheximide cs	AmpC inh detg	Shiga inhibitor	AMA1 RON2 block
CC(=O)Nc1ccc(C(=O)OCC(=O)N(C)C2CCCCC2)cc1	4%	20	-6%	13	-2%	28	1%
CCCN1CCN(CCCNC(=O)C(CC)n2nc(C)n3c(cc4occc43)c2=O)CC1 (stereo unspecified)	-9%	9&-14	-12%	-2	-2%&0%	-8	-1%
N#Cc1cc2c(nc1SCC(O)CS(=O)(=O)Cc1ccccc1)CCCC2 (stereo unspecified)	0%	-39	-38%	-1	?	-13	-2%
O=C(c1ccccc1Oc1ccc(C(F)(F)F)cc1[N+](=O)[O-])N1CCOCC1	-16%	-31	13%	-3	-12%	5	-6%
COc1ccccc1C(=O)Nc1nc2ccccc2s1	7%	-99*	2%	-13	-7%	nt	15%
COc1cc(-c2ccc3sc(-c4ccsc4)c(C#CCO)c3c2)cc(OC)c1OC	nt	-23	30%	nt	-3%	nt	-4%
CCN(c1ccc(OC)cc1)S(=O)(=O)c1cc(-c2cc(C)no2)ccc1C(C)C	-8%	0	-8%	17	3%	-3	8%
O=C(NCCc1ccncc1)C12CC3CC(CC(C3)C1)C2	4%	-14	-16%	-1	-8%	-11	1%
O=C(Nc1ccc(Br)cn1)c1cccc(-c2cc3ccccc3oc2=O)c1	2%	72	-42%	41*	0%	49*	0%[11.6 µM]
O=C(NCc1ccccc1)C(c1cccnc1)N(C(=O)c1csnn1)c1ccc(F)cc1 (stereo unspecified)	7%	0	-16%	-5	-20%	2	-23%
Cc1cc(OCC(=O)Nc2ccc3oc(-c4ccncc4)nc3c2)ccc1Cl	11%	-27	nt	6	?	-9	15%
O=S(=O)(NNc1ncc(C(F)(F)F)cc1Cl)c1ccccc1	nt	23	-14%	nt	6%	nt	101%[activator]
CC(C)OC(=O)CSc1nnc(CNc2nc(-c3ccccc3)cs2)n1C	-4%	4	61%[activator]	12	-15%	8	-5%
Cc1ccc(-n2cc(CN(C)Cc3nccn3C)c(-c3ccc(F)cc3)n2)cc1	2%	?	199%[activator]	9	-3%	-5	6%
O=C(O)c1cccnc1Oc1ccccc1	8%	7	-20%	-6	-8%	-6	14%

Next part:
smiles	Giardia FBPA inh	HCMV inh	AmpC inh no detg	Cycloheximide cs	AmpC inh detg	Shiga inhibitor	AMA1 RON2 block
Cc1cc(Br)cn2cc(C(=O)O)nc12	-6%	-4	8%	-6	-2%	-18	2%
COc1ccc(OCC(=O)Nn2c(-c3cccc(OC)c3)nc3ccccc3c2=O)cc1	6%	-24	-18%	-2	1%	-1	-5%
Cc1ccn2c(=O)nc(SCC(=O)NCc3ccco3)nc2c1	nt	-4	-4%	nt	5%	nt	-1%
CCn1c(CCNC(=O)c2ccc(Cl)c(Cl)c2)nnc1SCCOc1ccc(OC)cc1	11%	-65*	94%[activator]	1	-3%	12	2%
O=c1cc(N2CCc3ccccc32)[nH]c(=O)n1-c1ccccc1	2%	17	-6%	3	8%	11	14%
O=C(c1ccc(N2CCCC2=O)cc1)N1CCN(c2cccc(C(F)(F)F)c2)CC1	nt	-10	176%[activator]	nt	0%	nt	-23%
CCCCN(C(=O)CCn1c(=O)oc2ccccc21)c1ccccc1	-3%	-33&-9	30%	-1	-3%&5%	-3	-4%
CCCCOc1ccc(C(=O)N2CCN(CC(=O)Nc3ccc(C)cc3)CC2)cc1OC	-8%	-12	208%[activator]	10	-6%	2	9%
Cc1ccc(-n2c(CCc3ccccc3)nnc2SCC(=O)NCc2ccccc2)cc1C	4%	-3	49%	3	-3%	-17	-4%
COc1ccc(OC)c(NC(=O)c2ccc(CSc3ncccn3)cc2)c1	-5%	?	0%	3	10%	29	-9%
O=C(Nc1nccs1)c1cc2c(s1)-c1ccccc1OC2	4%	?	-26%	21*	?	71*	191%[activator]
Cc1ccc(S(=O)(=O)N2CCCC(N3CCOCC3)C2)cc1Cl (stereo unspecified)	3%	53	23%	-1	?	4	10%
C/C(=N\NC(=O)COc1ccc(C#N)cc1)c1ccccc1OC(F)F	0%	19	-16%	-3	-14%	-7	73%[activator]
CN(C)S(=O)(=O)c1ccc(C(=O)Nc2ccc(F)cc2F)cc1	1%	28	-5%	8	?	15	1%
O=C(COC(=O)c1ccc(Cl)c(S(=O)(=O)N2CCCCCC2)c1)Nc1ccccc1	-6%	-10	-22%	35*	-17%	56*	3%

(listing goes on)
smiles	Giardia FBPA inh	HCMV inh	AmpC inh no detg	Cycloheximide cs	AmpC inh detg	Shiga inhibitor	AMA1 RON2 block
COCCNC(=O)CN(c1ccc(F)cc1)S(=O)(=O)c1ccc2c(c1)OCCO2	6%	4	8%	-6	2%	5	11%
Cc1ccc(OCCNCc2ccccc2)c(C)c1	?	-8	7%	8	-3%	8	-8%
CC(C)(C)OC(=O)N[C@H]1C=C[C@H](OC(=O)CC(=O)OCC(F)(F)F)C1	nt	1	-1%	nt	nt	nt	-1%
Cc1cc(C)cc(NC(=O)c2ccc3nc[nH]c3c2)c1	-2%	27	-31%	11	?	64*	7%
O=C(CSc1nnnn1-c1ccc2c(c1)OCO2)NCc1cccs1	-1%	-8	-17%	27*	-8%	+	0%
COc1cccc(NC(=O)CSc2nc(=O)n(Cc3ccncc3)c3c2CCCC3)c1	nt	-85*	-10%	nt	-4%	nt	9%
CC1=NNC(=O)/C1=C\c1cn(-c2ccccc2)nc1-c1ccc(F)cc1	-13%	nt	-22%	1	2%	22	42%[activator]
O=C(NCCc1ccccc1)C1CCN(S(=O)(=O)c2ccc(Br)s2)CC1	11%	-22	-18%	12*	-16%	10	-9%
CC(C)(C)NC(=O)C1CCC(CNc2c(N3CCCCC3)c(=O)c2=O)CC1 (stereo unspecified)	3%	-12	-1%	-2	-2%	-7	17%
c1ccc(-c2csc3ncnc(NCC4COc5ccccc5O4)c23)cc1 (stereo unspecified)	-3%	-88*	-22%	-1	-4%	3	-8%
CCOC(=O)N1CCC(n2c(SCC(=O)NCCc3ccc(S(N)(=O)=O)cc3)nc3ccccc3c2=O)CC1	6%	-30	23%	-2	-6%	-4	-4%
NC(=O)NNc1ccccc1	0%	nt	nt	-6	nt	14	nt
CC(C)(O)C#Cc1ccc(C(=O)Nc2ccc3c(c2)OCO3)s1	-2%	38	-28%	58*	-16%	107*	32%[activator]
COc1ccc(NC(=O)COC(=O)c2cnccn2)cc1Cl	0%	17	-29%	-3	-13%	89	-3%
O=C(COC(=O)c1ccc(Cl)nc1)NCCNC(=O)COC(=O)c1ccc(Cl)nc1	nt	-12	-3%	nt	-1%	nt	13%

Remaining list, next part:
smiles	Giardia FBPA inh	HCMV inh	AmpC inh no detg	Cycloheximide cs	AmpC inh detg	Shiga inhibitor	AMA1 RON2 block
COc1ccc(-c2c(C)n([O-])c(C)c(C)[n+]2=O)cc1	2%	5	-16%	-2	-7%	-11	4%
COc1cccc(N2CCN(C(=O)CCc3nnc4ccc(N5CCCC5)nn34)CC2)c1	0%	-37	115%[activator]	-2	2%	-5	-9%
COc1ccc(Oc2cnn(-c3ccccc3)c(=O)c2Br)cc1	3%	-38	-3%	5	-7%	9	13%
O=C(Nc1cccc(F)c1)C1CCCN1C(=O)OCc1ccccc1 (stereo unspecified)	3%	-9	18%	-4	-6%	3	-4%
CCOC(=O)C1(Cc2cccc(Cl)c2)CCCN(C(=O)CN2C(=O)CSC2=O)C1 (stereo unspecified)	-7%	31	99%[activator]	36*	?	46*	-7%
COCCNC(=O)C(=O)NCCN1CCNCC1	1%	-24	-16%	-1	5%	-3	0%
O=C(Nc1ccc(F)cc1F)c1csc(-c2ccncc2)n1	1%	-30	-9%	27*	-1%	15	11%
CCOC(=O)C1=C(N)N(c2ccccc2Oc2ccccc2)C(=O)C1	6%	20	-14%	-2	-14%	-6	-7%
CCOC(=O)c1c(-c2ccc(C)o2)csc1NC(=S)NC(=O)c1ccccc1Br	-21%	43	-28%	-1	?	-5	16%
CC(=O)Nc1ccc(NC(=O)CSc2ccc(C(F)(F)F)cc2[N+](=O)[O-])cc1	7%	-34	10%	-2	-13%	-9	-7%
CCOc1[nH]n(-c2ccccc2)c(=O)c1C=Nc1ccc(Cl)cc1	-1%	-26	-16%	2	2%	-22	-2%
CCCOn1nnnc1-c1ccccc1	1%	-30	-7%	-3	?	-2	1%
COc1cc([N+](=O)[O-])ccc1NC(=O)CC(C)C	0%	-26	-18%	-2	?	14	5%
CCc1cc(C(=O)N2CCc3c([nH]c4ccccc34)C2c2ccc(OC)cc2F)no1 (stereo unspecified)	0%	-64*	89%[activator]	-4	9%	-5	-26%
CCc1ccc(NS(=O)(=O)c2ccc3c(c2)CCN3C(=O)CCC(=O)O)cc1	8%	34	-35%	13	1%	3	8%

Screens: PubChem BioAssay, National Center for Advancing Translational Sciences (NCATS)
